HUVEC tox TNFa – HUVEC cytotoxicity counter-screen, TNF alpha stimulated | HUVEC TNFalpha-stimulated, Hoechst cell count, imaging | cell count reduction, % at 2 µM | actives 0.17% (n = 93,000);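 active = cell count reduction exceeding the screen mean by over 5 SD, scaled to untreated wells per plate, cut at about 78% in these data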;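 note: cells counted after 24 h of TNF alpha exposure following the 1 h pretreatment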
hDAT+cocaine – human DAT dopamine uptake with cocaine, either direction; B-score at 10 µM; Q01959; actives 1.3% (n = 110,000); LLC-PK1 hDAT cells, [14C]-dopamine uptake with cocaine IC80; actives deviate in either direction;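 active = Z score or B-score, a plate-position-corrected score, falls beyond the plate's 99.7% confidence bounds, in either direction; inactive = both scores lie inside the 99.7% bounds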;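 note: scored against the spread of the other compound wells on the same plate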
Target sequence (Q01959 whole entry, looked up): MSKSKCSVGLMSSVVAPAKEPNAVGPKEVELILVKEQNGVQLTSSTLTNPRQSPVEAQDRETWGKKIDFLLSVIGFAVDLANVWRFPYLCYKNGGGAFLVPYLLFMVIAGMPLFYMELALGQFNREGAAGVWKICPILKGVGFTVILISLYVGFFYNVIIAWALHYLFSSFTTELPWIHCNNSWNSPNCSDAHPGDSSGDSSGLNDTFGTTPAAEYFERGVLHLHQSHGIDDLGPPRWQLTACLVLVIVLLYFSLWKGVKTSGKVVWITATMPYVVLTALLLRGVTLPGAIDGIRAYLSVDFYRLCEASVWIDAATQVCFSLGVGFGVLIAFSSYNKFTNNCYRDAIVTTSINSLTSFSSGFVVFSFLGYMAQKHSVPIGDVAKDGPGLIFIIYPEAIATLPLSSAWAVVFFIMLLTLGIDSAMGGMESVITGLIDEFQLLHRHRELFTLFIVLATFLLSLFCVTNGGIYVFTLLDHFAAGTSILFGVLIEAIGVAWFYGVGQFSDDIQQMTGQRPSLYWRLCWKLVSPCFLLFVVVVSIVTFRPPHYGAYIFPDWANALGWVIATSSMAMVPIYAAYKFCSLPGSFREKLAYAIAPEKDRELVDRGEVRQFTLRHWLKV
HUVEC tox IL1B – HUVEC cytotoxicity counter-screen, IL-1B stimulated; HUVEC cell count loss, Hoechst imaging; AID 845; actives 0.41% (n = 94,000); cell count reduction, % at 2 µM;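 active = cell count reduction more than 3 SD above the screen-wide mean, cut at about 70% in these data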;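 note: normalized per plate to untreated control cells as the no-loss baseline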
Smad3 inh – inhibitors of human Smad3 transcription factor binding; P84022; TR-FRET Smad3/Dy647-FoxH1 peptide binding, europium anti-His; inhibition, % at 25 µM; actives 0.29% (n = 88,000); AID 630;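 active = compounds that reduce the energy-transfer binding signal between the protein and its labelled peptide by more than half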;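 note: 0% = Smad3 plus labelled peptide maximal FRET and 100% = peptide-only background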
Target sequence (P84022 whole entry, looked up): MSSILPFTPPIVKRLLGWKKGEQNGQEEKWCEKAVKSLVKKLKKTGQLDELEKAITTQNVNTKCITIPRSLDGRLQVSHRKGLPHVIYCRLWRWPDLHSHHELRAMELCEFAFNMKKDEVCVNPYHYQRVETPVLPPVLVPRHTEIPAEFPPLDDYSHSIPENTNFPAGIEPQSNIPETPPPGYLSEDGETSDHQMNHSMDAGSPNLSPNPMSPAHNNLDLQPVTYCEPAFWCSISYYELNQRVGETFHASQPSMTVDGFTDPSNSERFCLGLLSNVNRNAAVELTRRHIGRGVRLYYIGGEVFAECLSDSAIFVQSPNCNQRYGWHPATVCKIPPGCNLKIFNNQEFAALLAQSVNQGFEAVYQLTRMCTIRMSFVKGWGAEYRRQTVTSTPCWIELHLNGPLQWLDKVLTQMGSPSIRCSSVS
VCAM1 TNFa inh – reduces TNF alpha induced VCAM1 expression in HUVEC; HUVEC TNFa-induced VCAM-1 immunofluorescence, high-content imaging; inhibition, % at 2 µM; actives 0.48% (n = 95,000); AID 802;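 active = inhibition above the batch mean plus 3 SD, with images confirmed as a hit by eye, cut at about 37% in these data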;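 note: 0% = TNF-stimulated DMSO wells and 100% = unstimulated control wells; not every result past the cut was called active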
F-actin modifier – modifiers of cytoskeleton assembly; actives 0.18% (n = 91,000); inhibition, % at 2 µM; HUVEC TNFa F-actin phalloidin imaging, high content;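 active = inhibition above the batch mean plus 3 SD and confirmed as a hit by visual image inspection, cut at about 30% in these data, passing the limit was not always enough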; note: strong numbers were not always called active
LYP inh 2 – blocks human PTPN22 phosphatase activity. recombinant LYP catalytic domain, DiFMUP fluorescence. inhibition, % at 2 µM. actives 0.21% (n = 96,000). AID 640;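 active = inhibition at 2 µM at or above a set limit, the screen mean plus 3 SD, cut at about 24% in these data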;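 note: 0% = DMSO with enzyme and 100% = enzyme fully blocked by orthovanadate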
Calb biofilm kill – kills Candida albicans biofilms; C. albicans biofilm + clotrimazole, Alamar Blue; inhibition, % at 6 µM; actives 0.14% (n = 85,000);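 active = inhibition above 20%; inactive = inhibition below 20%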;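 note: preformed 24 hr biofilms exposed to compound for 48 hr; 0% = biofilm without compound and 100% = blank killed by clotrimazole plus chlorhexidine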
MT1-MMP txn act – activates MT1-MMP transcription; HT1080 MT1-MMP promoter luciferase reporter, luminescence, overnight; active compounds read high; activation factor at 10 µM; actives 0.16% (n = 86,000); AID 750;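 active = activation factor of at least 2 for MT1-MMP transcription at 10 µM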
* hit, by the source's call; [ ] = dose if it differs, or a comment. These rows are one share of the data, so the mix of outcomes need not match the whole.

Screening COc1ccc(C(CNC(=O)c2cc(C)oc2C)N2CCOCC2)cc1 (stereo unspecified) returned HUVEC tox TNFa 51, hDAT+cocaine -1.5, HUVEC tox IL1B -2, Smad3 inh -9, VCAM1 TNFa inh 14, F-actin modifier 12, LYP inh 2 4, Calb biofilm kill 9 and MT1-MMP txn act 1.1.
`CN(C)CCCN=Cc1c(O)n(Cc2ccccc2)c(=O)c2ccccc12` gave HUVEC tox TNFa 7, hDAT+cocaine 0.16, HUVEC tox IL1B -3, Smad3 inh 0, VCAM1 TNFa inh 4, F-actin modifier -39, LYP inh 2 10, Calb biofilm kill 9 and MT1-MMP txn act 1.2.
For O=C(Cn1cc(C(=O)c2ccco2)c2ccccc21)NCc1ccco1 the results were HUVEC tox TNFa -6, hDAT+cocaine -0.054, HUVEC tox IL1B 19, Smad3 inh -8, VCAM1 TNFa inh 9, F-actin modifier 4, LYP inh 2 2, Calb biofilm kill 4 and MT1-MMP txn act 1.2.
CCC1Oc2ccccc2N(CC(=O)NCCCN2CCCCC2C)C1=O (stereo unspecified) was read as HUVEC tox TNFa -25, hDAT+cocaine -1.9, HUVEC tox IL1B -14, Smad3 inh 3, VCAM1 TNFa inh 8, F-actin modifier 24, LYP inh 2 -18, Calb biofilm kill 7 and MT1-MMP txn act 1.1.
For COC(=O)c1ccccc1NC(=O)c1ccccc1N(C)S(C)(=O)=O the results were HUVEC tox TNFa 4, hDAT+cocaine -0.63, HUVEC tox IL1B -17, Smad3 inh 5, VCAM1 TNFa inh 16, F-actin modifier -17, LYP inh 2 6, Calb biofilm kill 6 and MT1-MMP txn act 1.
`Cc1cc(/C=N/NC(=O)C(=O)N2CCCC2)c(C)n1-c1cccc(Br)c1` gave hDAT+cocaine 0.45, HUVEC tox IL1B 26, VCAM1 TNFa inh -24, F-actin modifier 0 and LYP inh 2 8.
Screening COc1ccc(-c2nc(CCNS(=O)(=O)c3ccc4c(c3)OCCO4)cs2)cc1 returned HUVEC tox TNFa -12, hDAT+cocaine 0.78, HUVEC tox IL1B -5, Smad3 inh 2, VCAM1 TNFa inh -4, F-actin modifier 9, LYP inh 2 -3 and Calb biofilm kill 10.
`CCn1c(NC(=O)c2ccccc2)c(-c2cccs2)c(=O)c2ccccc21` gave HUVEC tox TNFa -7, hDAT+cocaine 0.11, HUVEC tox IL1B 1, Smad3 inh 5, VCAM1 TNFa inh 9, F-actin modifier -4, LYP inh 2 2, Calb biofilm kill 3 and MT1-MMP txn act 1.1.
CCOc1ccccc1-c1nc(SCC(=O)O)n[nH]1 was read as HUVEC tox TNFa -37, hDAT+cocaine 0.012, HUVEC tox IL1B 18, Smad3 inh 1, VCAM1 TNFa inh 9, F-actin modifier 26, LYP inh 2 3, Calb biofilm kill 5 and MT1-MMP txn act 1.3.
`Cc1cc([N+](=O)[O-])ccc1NCc1cccc([N+](=O)[O-])c1` gave HUVEC tox TNFa -4, hDAT+cocaine -0.41, HUVEC tox IL1B 11, VCAM1 TNFa inh 10, F-actin modifier 1 and LYP inh 2 2.
For CCOC(=O)C1=C(C)Nc2nc(C)nn2C1c1cc(OC)ccc1OC (stereo unspecified) the results were hDAT+cocaine -1.1, Smad3 inh 8, Calb biofilm kill 13 and MT1-MMP txn act 1.1.
For CCOC(=O)C1CCN(C(=O)c2n[nH]c(=O)c3ccccc23)CC1 the results were HUVEC tox TNFa -2, hDAT+cocaine -0.8, HUVEC tox IL1B -3, Smad3 inh 1, VCAM1 TNFa inh 0, F-actin modifier -59, LYP inh 2 -7, Calb biofilm kill -7 and MT1-MMP txn act 1.1.
`O=C(Nc1nccs1)C1CC2CCC1C2` (stereo unspecified) gave HUVEC tox TNFa -11, hDAT+cocaine -2, HUVEC tox IL1B -9, Smad3 inh 0, VCAM1 TNFa inh 3, F-actin modifier -27, LYP inh 2 2, Calb biofilm kill 10 and MT1-MMP txn act 1.2.
Screening CCCOc1ccc(CNC(=S)N/N=C/c2ccc([N+](=O)[O-])cc2)cc1 returned HUVEC tox TNFa 4, hDAT+cocaine -1.4, HUVEC tox IL1B 15, Smad3 inh 2, VCAM1 TNFa inh 15, F-actin modifier -1, LYP inh 2 11, Calb biofilm kill -1 and MT1-MMP txn act 1.
`O=c1c2cnn(-c3ccccc3)c2ncn1Cc1ccco1` gave HUVEC tox TNFa -18, hDAT+cocaine -0.53, HUVEC tox IL1B 24, Smad3 inh 1, VCAM1 TNFa inh 15, F-actin modifier 11, LYP inh 2 5, Calb biofilm kill 10 and MT1-MMP txn act 1.2.
For CCCC12CN3CC(C)(CN(C1)C31C(=O)Nc3ccc(C)cc31)C2=O (stereo unspecified) the results were hDAT+cocaine -0.036, HUVEC tox IL1B -20, Smad3 inh 2, VCAM1 TNFa inh -29, F-actin modifier -6, LYP inh 2 4, Calb biofilm kill 2 and MT1-MMP txn act 1.1.
For O=C(CCc1nc2ccccc2c(=O)[nH]1)N1CCN(C/C=C/c2ccccc2)CC1 the results were HUVEC tox TNFa -15, hDAT+cocaine 2.7, HUVEC tox IL1B -22, Smad3 inh 14, VCAM1 TNFa inh 4, F-actin modifier -26, LYP inh 2 -4, Calb biofilm kill 4 and MT1-MMP txn act 1.1.
CC1(C)CC(NC(=O)CCc2ccccc2)CC(C)(C)N1 was read as hDAT+cocaine 0.86, Smad3 inh -1, LYP inh 2 2, Calb biofilm kill -2 and MT1-MMP txn act 1.2.
`CCOc1cc(C=O)ccc1OCCSc1ccc(Cl)cc1` gave HUVEC tox TNFa -19, hDAT+cocaine -1.3, HUVEC tox IL1B -32, VCAM1 TNFa inh -12, F-actin modifier 1 and LYP inh 2 1.
COc1ccc(C(c2c(C)[nH]n(C(N)=S)c2=O)C(C#N)C#N)cc1 (stereo unspecified) was read as HUVEC tox TNFa -17, hDAT+cocaine -1.3, HUVEC tox IL1B -24, Smad3 inh -12, VCAM1 TNFa inh -35, F-actin modifier -2, LYP inh 2 0, Calb biofilm kill 8 and MT1-MMP txn act 1.1.
CC(C)CCNC(=O)c1ccc2nc[nH]c2c1 was read as HUVEC tox TNFa -26, hDAT+cocaine 0.33, HUVEC tox IL1B 6, Smad3 inh -10, VCAM1 TNFa inh 10, LYP inh 2 11, Calb biofilm kill 0 and MT1-MMP txn act 1.4.
For CCOCCc1nnc(N)s1 the results were HUVEC tox TNFa 6, hDAT+cocaine 0.42, HUVEC tox IL1B 4, Smad3 inh 20[fluorescence artefact?], VCAM1 TNFa inh 27, F-actin modifier -20, LYP inh 2 -1, Calb biofilm kill 3 and MT1-MMP txn act 1.2.
COc1cc2c(C(=O)NCc3ccccn3)cn(C)c(=O)c2cc1OC was read as HUVEC tox TNFa 1, hDAT+cocaine -0.088, HUVEC tox IL1B 8, Smad3 inh 1, VCAM1 TNFa inh -14, F-actin modifier -11, LYP inh 2 -1, Calb biofilm kill 9 and MT1-MMP txn act 1.1.
Screening S=C(NCc1ccccc1)NCc1ccccc1 returned HUVEC tox TNFa -18, hDAT+cocaine -0.99, HUVEC tox IL1B 5, VCAM1 TNFa inh -16, F-actin modifier 6 and LYP inh 2 -8.
Screening C/C(=N/NS(=O)(=O)c1ccc(Cl)cc1)c1cccc(NC(=O)c2ccc(Cl)cc2Cl)c1 returned HUVEC tox TNFa 9, HUVEC tox IL1B -3, VCAM1 TNFa inh -2, F-actin modifier -12 and LYP inh 2 1.
Screening Cc1oc(-c2ccccc2F)nc1CN1CCC(C(=O)NCc2ccco2)CC1 returned HUVEC tox TNFa -17, hDAT+cocaine 0.77, HUVEC tox IL1B -31, Smad3 inh 14[fluorescence artefact?], VCAM1 TNFa inh -7, F-actin modifier -2, LYP inh 2 -2, Calb biofilm kill 5 and MT1-MMP txn act 1.1.
`Cc1ccc(Cn2c(Cc3ccccc3)nc3ccccc32)cc1` gave HUVEC tox TNFa -9, hDAT+cocaine -0.97, HUVEC tox IL1B -21, VCAM1 TNFa inh -3, F-actin modifier -8 and LYP inh 2 4.
Screening Cc1ccc(C)c(S(=O)(=O)N2CCN(C(=O)Cn3c(C(F)(F)F)nc4ccccc43)CC2)c1 returned HUVEC tox TNFa -22, hDAT+cocaine -0.68, HUVEC tox IL1B 1, Smad3 inh 14[fluorescence artefact?], VCAM1 TNFa inh 5, F-actin modifier 8, LYP inh 2 18, Calb biofilm kill 0 and MT1-MMP txn act 1.1.
Screening CCCNC(=O)N1CCC(C(=O)c2ccc(F)cc2)CC1 returned HUVEC tox TNFa -2, hDAT+cocaine -0.44, HUVEC tox IL1B 10, Smad3 inh -2, VCAM1 TNFa inh -3, F-actin modifier 4, LYP inh 2 13, Calb biofilm kill 3 and MT1-MMP txn act 1.1.
Screening C=CCSC1=C(C#N)C(c2ccc(OCC)cc2)CC(=O)N1 (stereo unspecified) returned HUVEC tox TNFa -31, hDAT+cocaine 1.5, HUVEC tox IL1B 4, Smad3 inh 10, VCAM1 TNFa inh 7, F-actin modifier -10, LYP inh 2 -24, Calb biofilm kill 6 and MT1-MMP txn act 1.1.
For CCNC(=O)CN(C1CCCCC1)S(=O)(=O)c1ccc(F)cc1 the results were HUVEC tox TNFa -1, hDAT+cocaine 0.11, HUVEC tox IL1B -52, Smad3 inh 8, VCAM1 TNFa inh -1, F-actin modifier -6, LYP inh 2 -3, Calb biofilm kill 9 and MT1-MMP txn act 1.1.
`CN1CCN(C(=O)c2cnn3c(C(F)F)cc(C4CC4)nc23)CC1` gave HUVEC tox TNFa -26, hDAT+cocaine -0.11, HUVEC tox IL1B -2, Smad3 inh 13[fluorescence artefact?], VCAM1 TNFa inh 11, F-actin modifier 1, LYP inh 2 -4, Calb biofilm kill 5 and MT1-MMP txn act 1.2.
`CCOC(=O)N1CCN(C(=O)c2cc(Cl)c(Cl)cc2C(=O)O)CC1` gave HUVEC tox TNFa -6, hDAT+cocaine -0.65, Smad3 inh 14, VCAM1 TNFa inh 27, F-actin modifier -5, LYP inh 2 -10, Calb biofilm kill 7 and MT1-MMP txn act 0.9.
Cc1ccc(Nc2ccccc2)cc1 was read as HUVEC tox TNFa 2, hDAT+cocaine 0.91, HUVEC tox IL1B -182, Smad3 inh 12, VCAM1 TNFa inh -17, F-actin modifier -9, LYP inh 2 -12, Calb biofilm kill 5 and MT1-MMP txn act 1.1.
For COc1ccc(C(=O)Nc2ccc3c(c2)OCO3)cc1OC the results were HUVEC tox TNFa 8, hDAT+cocaine 0.036, HUVEC tox IL1B -2, Smad3 inh 3, VCAM1 TNFa inh -7, F-actin modifier -14, LYP inh 2 -4, Calb biofilm kill 3 and MT1-MMP txn act 1.5.
For O=C1NC2=C(C(=O)c3ccccc32)C(c2ccccc2)N1 (stereo unspecified) the results were HUVEC tox TNFa -9, hDAT+cocaine 0.35, HUVEC tox IL1B -7, Smad3 inh -6, VCAM1 TNFa inh 1, F-actin modifier 26, LYP inh 2 0, Calb biofilm kill 8 and MT1-MMP txn act 1.
Cn1c(SCC(=O)c2cc3ccccc3o2)nnc1-c1ccccc1 was read as HUVEC tox TNFa -35, hDAT+cocaine -0.049, HUVEC tox IL1B -44, Smad3 inh 10, VCAM1 TNFa inh 22, F-actin modifier 8, LYP inh 2 0, Calb biofilm kill 13 and MT1-MMP txn act 1.2.
`O=C1CSCC(=O)N1c1ccccc1` gave HUVEC tox TNFa -26, hDAT+cocaine 0.52, HUVEC tox IL1B -13, Smad3 inh -3, VCAM1 TNFa inh 8, F-actin modifier 15, LYP inh 2 4 and Calb biofilm kill 8.
`CCOC(=O)c1sc(=S)n(-c2cc(OC)ccc2OC)c1N` gave hDAT+cocaine -0.018, Smad3 inh -4, Calb biofilm kill 4 and MT1-MMP txn act 1.

Bioassay records: PubChem, several laboratories
